# From PubChem BioAssay
# KCNK3 inh: human KCNK3 channel inhibition, primary screen. O14649. B-score at 10 µM. CHO-KCNK3 thallium flux, FluxOR fluorescence; hits give low values. AID 602410. 340,000 tested, 0.84% active;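 active = B-score under library mean minus 4 SD, starting fluorescence ratio at most library mean plus 5 SD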;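 note: more negative B-score means stronger inhibition of thallium flux through KCNK3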
# PolyA inhibitor: inhibitors of polyadenylation in S. cerevisiae. 300,000 tested, 0.02% active. calls only at 12 µM. S. cerevisiae SKY197-pL101 polyadenylation reporter, beta-gal luminescence; efflux-impaired pdr1/pdr3 knockout yeast; score 100 = 6 SD above DMSO;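 active = lowest replicate activity score at least 50, where 100 means six control SD above control mean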;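 note: yeast exposed to compound for 9 h at 30 °C; higher score means more reporter readthrough which indicates perturbed polyadenylation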
# KCNQ1 act: potentiates or activates the human KCNQ1 potassium channel. P51787. CHO-K1 KCNQ1, thallium flux FluxOR fluorescence; hits give high values. B-score at 10 µM. 310,000 tested, 0.35% active. AID 2648;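 active = fluorescence ratio B-score, a plate-corrected score, at least three library SD, with initial intensity B-score within 5 SD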
# Target sequence (P51787 whole entry, looked up): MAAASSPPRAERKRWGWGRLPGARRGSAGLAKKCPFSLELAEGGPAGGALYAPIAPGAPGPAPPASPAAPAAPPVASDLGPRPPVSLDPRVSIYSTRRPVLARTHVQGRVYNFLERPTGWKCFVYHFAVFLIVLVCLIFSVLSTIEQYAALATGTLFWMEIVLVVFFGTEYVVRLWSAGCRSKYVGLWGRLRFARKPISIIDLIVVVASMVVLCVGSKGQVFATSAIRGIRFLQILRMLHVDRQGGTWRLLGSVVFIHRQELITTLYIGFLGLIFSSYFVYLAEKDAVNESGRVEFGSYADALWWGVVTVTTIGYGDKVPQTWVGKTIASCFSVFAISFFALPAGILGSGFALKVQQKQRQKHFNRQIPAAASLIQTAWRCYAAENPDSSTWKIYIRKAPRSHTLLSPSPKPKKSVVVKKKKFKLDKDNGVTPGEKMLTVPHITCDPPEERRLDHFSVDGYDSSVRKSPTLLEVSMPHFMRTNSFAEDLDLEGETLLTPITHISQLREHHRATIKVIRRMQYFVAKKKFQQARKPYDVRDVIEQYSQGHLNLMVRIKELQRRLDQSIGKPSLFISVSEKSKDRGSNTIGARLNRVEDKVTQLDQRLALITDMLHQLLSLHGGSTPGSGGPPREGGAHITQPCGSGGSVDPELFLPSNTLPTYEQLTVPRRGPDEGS
#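 Assay system: CHO-K1 cells stably expressing KCNQ1. Medium: assay buffer for compound exposure, DMSO matched across wells. Timing: 37 °C overnight plating, 90-min dark dye load, 20-min compound pretreatment. Signal: kinetic FluxOR fluorescence, 10 s baseline plus 110 s post-stimulus.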
# KCNK9 inh: human KCNK9 channel inhibition. B-score at 10 µM. 310,000 tested, 1.2% active. HEK293 KCNK9, FluxOR thallium flux fluorescence; hits give low values. AID 488922;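 active = ratio B-score over 3 SD below the library mean, with starting fluorescence within 5 SD of its mean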;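 note: negative B-score means less thallium flux so channel inhibition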
# Dyrk1A ADPGlo: blocks rat Dyrk1A kinase activity. Q63470. ADP-Glo luminescence, NFATc1 peptide. inhibition, % at 12.5 µM. 310,000 tested, 0.43% active; in the data active = inhibition above about 50%;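 note: plate controls were vehicle with enzyme for no effect and no enzyme for full effect; many of its hits are not listed in these tables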
# GSK3beta inhib: human GSK3beta kinase inhibition | P49841 | GST-GSK3beta kinase, ADP-Glo luminescence, 60 min; hits give low values | activity score (negative = inhibition), % at 10 µM | 300,000 tested, 0.038% active;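 active = more than half of replicate wells score below -50%, meaning over 50% inhibition versus plate controls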;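 note: 0% = median DMSO wells and -100% = median GW8510 positive control wells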
# Target sequence (P49841 whole entry, looked up): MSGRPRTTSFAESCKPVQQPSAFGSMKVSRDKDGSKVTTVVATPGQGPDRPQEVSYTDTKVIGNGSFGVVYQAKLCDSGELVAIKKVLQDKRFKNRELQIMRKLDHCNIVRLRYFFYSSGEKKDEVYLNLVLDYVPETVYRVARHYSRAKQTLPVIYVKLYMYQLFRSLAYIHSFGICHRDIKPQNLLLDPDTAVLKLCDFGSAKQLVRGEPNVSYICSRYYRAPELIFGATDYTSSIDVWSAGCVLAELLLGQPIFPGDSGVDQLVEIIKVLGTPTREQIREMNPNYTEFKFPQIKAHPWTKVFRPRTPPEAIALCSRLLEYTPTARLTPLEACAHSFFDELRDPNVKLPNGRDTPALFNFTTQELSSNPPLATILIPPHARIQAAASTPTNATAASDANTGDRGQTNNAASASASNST
#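 test system = GST-tagged human GSK3beta kinase, cell-free | reagent = 25 µM ATP with peptide substrate | dosing = one dose of 10 µM per compound | schedule = 60 min reaction, RT | detection = luminescent ADP-Glo measurement of ADP formed | control set = DMSO neutral wells and GW8510 at 20 µM as positive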
# RGS4 act: potentiators or activators of RGS4. HEK293 M3R/inducible RGS4, carbachol calcium flux Fluo4; hits give low values. B-score at 10 µM. 310,000 tested, 0.92% active;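 active = B-score of the integrated calcium signal more than 4 SD below the library mean, with starting fluorescence not abnormally high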;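 note: negative B-score means reduced calcium response which marks RGS4 activation or potentiation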
#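 Assay system: HEK293 FlpIn-TREx cells, stable M3R, doxycycline-inducible RGS4 / Probe or stimulus: carbachol, ECmax concentration / Times: overnight RGS4 induction, 30 min dye load 37 °C, 20 min compound RT / Signal: kinetic calcium fluorescence imaging with Fluo4-AM dye, 2 µM / Measure: Agonist-evoked peak-minus-minimum fluorescence over baseline, integrated ratio, B score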
# KCNQ1 block: blocks the human KCNQ1 potassium channel; CHO-K1 KCNQ1, FluxOR thallium flux fluorescence; hits give high values; P51787; 310,000 tested, 1.3% active; AID 2642; B-score at 10 µM;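 active = compounds whose thallium flux B-score, printed positive for inhibition, exceeds three library SD while starting fluorescence stays within three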;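 note: channel opened by potassium depolarization with thallium stimulus after 20 min compound exposure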
# HDAC3 inhib: inhibitors of human histone deacetylase 3; 320,000 tested, 0.15% active; recombinant HDAC3, fluorogenic peptide/trypsin coupled, fluorescence; AID 2718; O15379; inhibition, % at 8.3 µM; in the data active = inhibition above about 26%, passing the limit was not always enough
# hERG rescue: hERG (human) protection from proarrhythmic block | CHO-hERG, FluxOR thallium flux, dofetilide IC70 present | activation (rescue from dofetilide block), less the hit threshold, % at 10 µM | 310,000 tested, 0.51% active;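 active = activation above the mean of controls blocked by dofetilide plus 5 SD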;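 note: thallium influx through hERG after potassium depolarization seen as dye fluorescence rise; in these data hits start at about 4.7%; inactives centre near -7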
# GSK3 alpha inh: human GSK-3 alpha kinase inhibition; inhibition, % at 10 µM; AID 2650; ADP-Glo luminescence, 60 min; P49840; 320,000 tested, 0.1% active;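 in the data active = inhibition above about 50%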;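 note: GST-tagged GSK-3 alpha with peptide substrate and 25 µM ATP; 0% = DMSO neutral wells and 100% = GW8510 positive control wells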
# Active calls of the source: *; i = inactive; . = not tested or not shown. The list is partial, so the mix of outcomes need not match the whole.
1	CC(=O)NC(=O)c1ccc(-c2ccc(Cl)cc2)o1
2	CC(Sc1nc(-c2ccccc2)cc(C(F)(F)F)n1)C(=O)NCCN1CCOCC1 (configuration not stated)
3	CCOc1ccc(-c2cc(CCCC(=O)Nc3cccc(OC)c3)no2)cc1
4	CC(c1ccccc1)N1C(=O)c2ccc(C(=O)Nc3ccccc3C(=O)O)cc2C1=O (configuration not stated)
5	C=CCC1(CC=C)CCCN1C(=O)c1cc(COc2ccc(-n3cncn3)cc2)on1
6	CC1CCN(CC(=O)NCCc2ccc(F)cc2)CC1
7	CCc1ccccc1N(CC(=O)NCc1ccco1)C(=O)CCC(=O)Nc1ccccn1
8	Nc1nc(NCC2CCCO2)nc(Nc2ccc(F)cc2)c1[N+](=O)[O-] (configuration not stated)
9	CCCN1CCN(S(=O)(=O)c2ccc3c(c2)NC(=O)C(C)S3)CC1 (configuration not stated)
10	O=C(Nc1ccccn1)C1CCN(S(=O)(=O)c2cccc3nonc23)CC1
compound no.,1,2,3,4,5,6,7,8,9,10
KCNK3 inh,i,i,i,i,i,i,i,i,i,i
PolyA inhibitor,i,i,i,i,i,i,i,i,i,i
KCNQ1 act,i,i,i,i,i,i,i,i,i,i
KCNK9 inh,i,i,i,i,i,i,i,i,i,i
Dyrk1A ADPGlo,2,-11,5,4,3,.,-3,-6,-4,4
GSK3beta inhib,0,3,3,1,0,3,0,1,0,-3
RGS4 act,i,i,i,i,i,i,i,i,i,i
KCNQ1 block,i,i,i,i,11*,i,i,i,i,i
HDAC3 inhib,-3,-5,-1,4,-1,-2,3,-6,10,-6
hERG rescue,-10,-4,-10,-18,-22,-9,-6,-7,-6,-7
GSK3 alpha inh,.,-5,1,-1,-1,-3,-3,0,-1,1

11	COc1cc(/C=C2/SC(=S)N(CC(=O)O)C2=O)ccc1OC(=O)c1ccco1
12	Cc1cc(C)nc(NC2=NC3CCCCC3N2)n1 (configuration not stated)
13	CS(=O)(=O)c1ccc(C(=O)Nc2ccc(N3CCCCC3)cc2)c(Cl)c1
14	Cc1cc(-c2ccc(NC(=O)[C@@H]3CCCC[C@@H]3C(=O)O)c(C)c2)ccc1NC(=O)[C@@H]1CCCC[C@@H]1C(=O)O
15	CC(OC(=O)c1ccccc1NCc1ccco1)C(=O)Nc1ncc(Cl)cc1Cl (configuration not stated)
16	CCN(C1CCCCC1)S(=O)(=O)c1ccc(OC)c(C)c1
17	CCOC(=O)CCc1c(C)c2ccc(OCC(=O)N3CCOCC3)c(C)c2oc1=O
18	O=C(c1ccc(F)cc1)C1CCN(C(=O)c2ccncc2)CC1
19	Cc1ccc(-c2csc3nc(=O)c(C)nn23)cc1
20	O=C(NC(C(=O)N/N=C/c1cccnc1)c1n[nH]c(=O)c2ccccc12)c1ccccc1 (configuration not stated)
compound no.,11,12,13,14,15,16,17,18,19,20
KCNK3 inh,i,i,i,i,i,i,i,i,.,i
PolyA inhibitor,i,i,i,i,i,i,i,i,i,i
KCNQ1 act,i,i,i,i,i,i,i,i,i,i
KCNK9 inh,i,i,i,i,i,i,i,i,i,i
Dyrk1A ADPGlo,2,3,-2,4,-6,0,2,-1,.,.
GSK3beta inhib,-3,-1,-1,3,2,0,1,-3,1,2
RGS4 act,i,i,i,i,i,i,i,i,i,i
KCNQ1 block,i,i,i,i,i,i,i,i,i,i
HDAC3 inhib,20,3,-2,-10,-8,2,-62,1,3,-6
hERG rescue,-10,-5,-4,0,-8,-7,-8,-8,-1,-11
GSK3 alpha inh,0,1,-1,-3,-2,-4,-1,-3,-1,-1

21	C=C1CC2C(=O)N(Cc3cc(OC)ccc3OC)C(C(=O)OCC)(C(=O)OCC)C1N2C(=O)OC(C)(C)C (configuration not stated)
22	COc1ccccc1C(=O)NCCN=C1NS(=O)(=O)c2ccccc21
23	O=C(Nc1cccc(Cl)c1)N1CCN(C2c3ccccc3-c3ccccc32)CC1
24	c1ccc(-c2nc(-c3ccccn3)no2)cc1
25	Cc1cccc(-n2c(SCc3ccc(C#N)cc3)nnc2-c2c[nH]c3ccccc23)c1
26	Nc1c(C(=O)NCc2ccccc2)nnn1Cc1ccc(F)cc1
27	Cc1cccc(CN2C(=O)c3ccccc3S(=O)(=O)c3ccc(C(=O)NCCCN4CCCC4)cc32)c1
28	CCN(CC(=O)Nc1c(F)cccc1F)C(=O)CNC(=O)c1cccc(C)c1
29	Cc1c(C(=O)c2ccc(Br)cc2)c(=O)n(C)c(=O)n1C
30	O=C(COC(=O)C1CC1)Nc1ccc(Oc2ccccc2)cc1
compound no.,21,22,23,24,25,26,27,28,29,30
KCNK3 inh,i,i,i,i,i,i,i,i,i,i
PolyA inhibitor,i,i,i,i,i,i,.,i,i,i
KCNQ1 act,i,i,i,i,i,i,i,i,i,i
KCNK9 inh,i,i,i,i,i,i,i,i,i,i
Dyrk1A ADPGlo,1,9,-2,2,-6,-2,6,3,.,-2
GSK3beta inhib,-3,6,1,-4,-2,1,-4,-1,0,2
RGS4 act,i,i,i,i,i,i,i,i,i,i
KCNQ1 block,i,i,i,i,i,i,i,i,i,i
HDAC3 inhib,6,-2,0,2,-3,-1,.,6,.,5
hERG rescue,-11,-12,-7,-4,-6,-10,-9,-1,-12,-5
GSK3 alpha inh,0,0,0,11,-3,-3,.,0,-1,1

31	COc1ccc(C(=O)CCNc2ccc(C)c(Cl)c2)cc1
32	O=C(Nc1cccc(C(F)(F)F)c1)C12CC3CC(CC(C3)C1)C2
33	Cc1ccc(NC(=O)Cc2ccsc2)cc1Cl
34	COc1ccccc1NC(=O)Cc1coc2cc(C)ccc12
35	COc1ccc(Cc2nnc(SC(C)C(=O)Nc3ccc(C(N)=O)cc3)o2)cc1 (configuration not stated)
36	CCOc1nc(Nc2ccccc2F)nc(OCC)n1
37	CN(C)S(=O)(=O)c1cccc(NC(=O)Cn2cc(C(F)(F)F)cc(Cl)c2=O)c1
38	CCOC(=O)C1=C(C)N=C2c3ccccc3C(=O)C2C1c1ccc(C)cc1 (configuration not stated)
39	CC(CN1C(C)CCCC1C)OC(=O)c1ccccc1F (configuration not stated)
40	CCOC(=O)C1CCN(C(=O)CN(c2cccc(C(F)(F)F)c2)S(C)(=O)=O)CC1
compound no.,31,32,33,34,35,36,37,38,39,40
KCNK3 inh,i,i,i,i,i,i,i,i,i,i
PolyA inhibitor,i,i,i,i,i,i,i,i,i,i
KCNQ1 act,i,i,i,i,i,i,i,i,i,i
KCNK9 inh,i,i,i,i,i,i,i,i,i,i
Dyrk1A ADPGlo,4,5,-1,0,16,.,-6,-2,4,-3
GSK3beta inhib,-1,2,-1,-1,-2,3,-4,-3,1,-7
RGS4 act,i,i,i,i,i,i,i,i,i,i
KCNQ1 block,i,i,i,i,i,i,i,i,i,i
HDAC3 inhib,3,-1,-9,7,2,0,-2,6,-4,1
hERG rescue,-4,5.0*,-2,-6,-14,-4,-6,-5,-7,-8
GSK3 alpha inh,0,-4,0,0,0,3,3,1,-2,1

# Profiles as entered above:
# `CC(CN1C(C)CCCC1C)OC(=O)c1ccccc1F` (configuration not stated) in the list: KCNK3 inh: i; PolyA inhibitor: i; KCNQ1 act: i; KCNK9 inh: i; Dyrk1A ADPGlo: 4; GSK3beta inhib: 1; RGS4 act: i; KCNQ1 block: i; HDAC3 inhib: -4; hERG rescue: -7; GSK3 alpha inh: -2
# `Cc1ccc(NC(=O)Cc2ccsc2)cc1Cl` in the list: KCNK3 inh: i; PolyA inhibitor: i; KCNQ1 act: i; KCNK9 inh: i; Dyrk1A ADPGlo: -1; GSK3beta inhib: -1; RGS4 act: i; KCNQ1 block: i; HDAC3 inhib: -9; hERG rescue: -2; GSK3 alpha inh: 0

# Compounds shown so far containing an NH in an aromatic ring:
20	O=C(NC(C(=O)N/N=C/c1cccnc1)c1n[nH]c(=O)c2ccccc12)c1ccccc1 (configuration not stated)
25	Cc1cccc(-n2c(SCc3ccc(C#N)cc3)nnc2-c2c[nH]c3ccccc23)c1
compound no.,20,25
KCNK3 inh,i,i
PolyA inhibitor,i,i
KCNQ1 act,i,i
KCNK9 inh,i,i
Dyrk1A ADPGlo,.,-6
GSK3beta inhib,2,-2
RGS4 act,i,i
KCNQ1 block,i,i
HDAC3 inhib,-6,-3
hERG rescue,-11,-6
GSK3 alpha inh,-1,-3

# (further entries)
41	COc1ccc(CC(=O)Nc2ccc(N3CCCC3)c(C)c2)cc1
42	Cc1ccc(CNC(=O)C2(C(F)(F)F)C/C(=C\Cc3ccccc3)CCCO2)o1 (configuration not stated)
43	O=C(COc1cccnc1[N+](=O)[O-])Nc1ccc(N2CCOCC2)cc1
44	CCOC(O)[C@H]1N[C@@H](c2ccc(Cl)cc2)[C@@H]([N+](=O)[O-])[C@@H]1c1ccccc1 (some centres not stated)
45	O=C(c1ccc(S(=O)(=O)N2CCCCC2)cc1)N1CCc2ccccc2C1
46	Nn1c(SCC(=O)Nc2ccccc2F)nnc1-c1cccnc1
47	CCS(=O)(=O)c1nc(S(=O)(=O)c2ccc(Cl)cc2)c(N2CCN(C)CC2)s1
48	CN(C)/C=N/C(=S)Nc1ccc(Cl)cc1
49	O=C(Nc1ccc(N2CCOCC2)cc1N1CCOCC1)c1cccc([N+](=O)[O-])c1
50	CCN(CC)S(=O)(=O)c1ccc(N2CCOCC2)c(NC(=O)c2cccc3ccccc23)c1
51	COc1ccc(NC(=O)C(CC(C)C)NC(=O)C2CCC(C)CC2)c(OC)c1 (configuration not stated)
compound no.,41,42,43,44,45,46,47,48,49,50,51
KCNK3 inh,i,i,i,i,i,i,i,i,i,i,i
PolyA inhibitor,i,i,i,i,i,i,i,i,i,i,i
KCNQ1 act,i,i,i,i,i,i,i,i,i,i,i
KCNK9 inh,i,i,i,-7.1*,i,i,i,i,i,i,i
Dyrk1A ADPGlo,-6,-5,1,-3,-2,-2,2,1,6,0,3
GSK3beta inhib,3,3,1,-1,-1,-6,0,0,0,0,1
RGS4 act,i,i,i,i,i,i,i,i,i,i,i
KCNQ1 block,i,i,i,i,i,i,i,i,i,i,i
HDAC3 inhib,0,4,-2,.,14,-2,3,2,1,2,7
hERG rescue,-5,-6,-4,-4,-6,-5,-7,-2,-9,-14,-11
GSK3 alpha inh,6,-3,2,-2,-5,-2,-1,-1,-1,-6,-3
